# BioA inh = inhibitors of Mycobacterium tuberculosis BioA enzyme. purified M. tuberculosis BioA enzyme, plate reader. inhibition, % at 9.99 µM. 360,000 tested, 0.096% active. AID 602481; in the data active = inhibition above about 40%
# TcdB inh = inhibitors of Clostridioides difficile toxin B glycohydrolase; AID 652162; TcdB glycohydrolase enzymatic assay, plate reader; inhibition, % at 9.99 µM; 350,000 tested, 0.24% active; in the data active = inhibition above about 10%
# An asterisk follows results filed as active; & = joins results of further samples. Not all compounds are listed (hit frequency here may not be typical).
structure | BioA inh | TcdB inh
CO[C@@H]1CN(C)C(=O)c2ccc(NC(=O)NC(C)C)cc2OC[C@@H](C)N(CC2CC2)C[C@H]1C | -3.3 | 0.5
CC(=O)N(C)C[C@H]1Oc2ncc(-c3cccc(F)c3)cc2C(=O)N([C@@H](C)CO)C[C@@H]1C | 0.6 | -0.2
C[C@@H]1CN([C@@H](C)CO)C(=O)Cc2cc(NS(=O)(=O)c3ccccc3)ccc2O[C@@H]1CN(C)C | 3.7 | -10.0
O=C(c1cccnc1)N1CC[C@@H]2[C@@H](CO)Nc3ccc(-c4ccc(F)cc4)cc3[C@@H]21 | 25 | 3.6
CN1[C@@H](CO)[C@@H]2c3ccccc3NC[C@@H]21 | -3.4 | -0.3
Cc1noc(C)c1NC(=O)N(C)C[C@@H]1Oc2ccc(NC(=O)Cn3cnnn3)cc2C(=O)N([C@@H](C)CO)C[C@@H]1C | -0.3 | -0.9
C[C@H]1CN([C@@H](C)CO)C(=O)Cc2cc(NC(=O)Nc3ccc(C(F)(F)F)cc3)ccc2O[C@H]1CN(C)C(=O)Nc1cccc2ccccc12 | -8.1 | -0.1
C[C@@H]1CCCCO[C@H](CN(C)S(=O)(=O)c2cn(C)cn2)[C@H](C)CN([C@@H](C)CO)C(=O)c2cc(NS(=O)(=O)c3cccs3)ccc2O1 | 1.6 | 1.5
CNC[C@H]1Oc2ccc(NS(=O)(=O)c3ccc(OC)cc3)cc2C(=O)N([C@H](C)CO)C[C@H]1C | -1.5 | -0.3
CN1CCN(C(=O)C[C@H]2CC[C@H]3[C@@H](COc4ccc(NC(=O)c5cccs5)cc4C(=O)N3C)O2)CC1 | -2.0 | -0.5

# Some values from the list.
# C[C@H]1CN([C@@H](C)CO)C(=O)Cc2cc(NC(=O)Nc3ccc(C(F)(F)F)cc3)ccc2O[C@H]1CN(C)C(=O)Nc1cccc2ccccc12 in TcdB inh: -0.1
# CO[C@@H]1CN(C)C(=O)c2ccc(NC(=O)NC(C)C)cc2OC[C@@H](C)N(CC2CC2)C[C@H]1C in BioA inh: -3.3

# Profiles, quoted from the list. Screens in order: BioA inh | TcdB inh
# C[C@@H]1CN([C@@H](C)CO)C(=O)Cc2cc(NS(=O)(=O)c3ccccc3)ccc2O[C@@H]1CN(C)C across the screens: 3.7 | -10.0
# CC(=O)N(C)C[C@H]1Oc2ncc(-c3cccc(F)c3)cc2C(=O)N([C@@H](C)CO)C[C@@H]1C across the screens: 0.6 | -0.2

# Next section:
structure | BioA inh | TcdB inh
C[C@H](CO)N1C[C@H](C)[C@H](CN(C)Cc2ccc3c(c2)OCO3)Oc2ncc(/C=C/c3ccccc3)cc2C1=O | -4.3 | -3.1
O=C(C[C@@H]1CC[C@H](NC(=O)C2CC2)[C@@H](CO)O1)Nc1ccccc1 | 0.3 | 0.1
COc1ccc(S(=O)(=O)N(C)C[C@@H]2Oc3c(NC(=O)Nc4cccc5ccccc45)cccc3C(=O)N([C@H](C)CO)C[C@H]2C)cc1 | 0.0 | -0.5
C[C@H](CO)N1C[C@H](C)[C@H](CN(C)S(=O)(=O)c2ccc(F)cc2)Oc2ncc(C#CC(C)(C)O)cc2C1=O | -1.5 | 0.1
O=C(C[C@@H]1CC[C@@H](NC(=O)NC2CCCCC2)[C@@H](CO)O1)NCc1ccccc1 | 3.1 | 0.7
O=C(NCC1CCCCC1)[C@@H]1N[C@@H]2c3ccc(C4=CCCCC4)c(=O)n3C[C@@H]2[C@H]1CO | -2.1 | -0.7
C[C@H]1CN([C@@H](C)CO)C(=O)c2cccc(NC(=O)Nc3ccc(F)cc3)c2O[C@@H]1CN(C)C(=O)NC1CCCCC1 | 0.7 | -0.4
CC(C)CC#Cc1ccc2c(c1)O[C@@H](CN(C)C(=O)Cc1ccncc1)[C@H](C)CN([C@@H](C)CO)S2(=O)=O | -3.3 | -0.5
CCNC(=O)C[C@H]1CC[C@@H]2[C@@H](COc3ccc(NC(=O)Nc4cccc(C)c4)cc3C(=O)N2C)O1 | 12 | 3.9
COc1ccccc1-c1cnc2c(c1)C(=O)N([C@H](C)CO)C[C@@H](C)[C@H](CN(C)C(=O)c1ccncc1)O2 | 3.1 | 0.6
C[C@H](CO)N1C[C@H](C)[C@@H](CN(C)C(=O)NC2CCCCC2)Oc2c(NC(=O)Nc3ccc(F)cc3)cccc2C1=O | 0.7 | 1.5
CC(C)NC(=O)N(C)C[C@@H]1Oc2ccc(NC(=O)Nc3ccccc3)cc2C(=O)N([C@@H](C)CO)C[C@H]1C | 0.6 | 0.7
C[C@@H]1CCCCO[C@@H](CN(C)C(=O)CCC(F)(F)F)[C@H](C)CN([C@H](C)CO)C(=O)c2cc(NS(=O)(=O)c3ccc(Cl)cc3)ccc2O1 | 1.9 | 0.8
COCC(=O)Nc1ccc2c(c1)OC[C@H](C)N(C(=O)c1ccncc1)C[C@@H](C)[C@@H](OC)CN(C)C2=O | 2.6 | -0.3
O=C(C[C@@H]1CC[C@@H]2[C@H](COC[C@@H](O)CN2S(=O)(=O)c2cccc(Cl)c2)O1)N1CCOCC1 | 0.1 | 0.6
CC(C)NC(=O)N(C)C[C@@H]1Oc2cc(-c3ccncc3)ccc2S(=O)(=O)N([C@H](C)CO)C[C@@H]1C | -0.8 | -2.3
C[C@@H]1CN([C@@H](C)CO)C(=O)c2cc(C#Cc3ccc(F)cc3)cnc2O[C@@H]1CN(C)C | -0.4 | 0.3
O=C(C[C@H]1C=C[C@@H](NC(=O)C2CCOCC2)[C@H](CO)O1)NCC1CC1 | -0.8 | -0.1
C[C@@H]1CN([C@@H](C)CO)C(=O)c2cc(NC(=O)C3CCCCC3)ccc2O[C@H]1CN(C)S(=O)(=O)c1ccc(F)cc1 | 1.9 | 1.8
CCNC(=O)Nc1ccc2c(c1)C(=O)N(C)[C@H]1CC[C@H](CC(=O)NCc3ccc(F)cc3)O[C@H]1CO2 | 0.2 | 0.0
CC(C)NC(=O)N(C)C[C@@H]1Oc2ccc(NS(C)(=O)=O)cc2CC(=O)N([C@@H](C)CO)C[C@@H]1C | -5.7 | -0.5
C/C=C/c1cnc2c(c1)C(=O)N([C@H](C)CO)C[C@@H](C)[C@H](CN(C)C(=O)C1CCOCC1)O2 | 0.8 | -0.6
CN(C)CC(=O)N1[C@@H]2c3cccc(=O)n3C[C@H]1[C@H](CO)[C@H]2C(=O)NCc1ccccc1 | 4.2 | -0.4
COc1ccc(S(=O)(=O)N(C)C[C@@H]2Oc3cc(-c4cccc(F)c4)ccc3S(=O)(=O)N([C@H](C)CO)C[C@H]2C)cc1 | -3.6 | 1.4
O=C(Nc1ccc(F)cc1)N1CCCCN2[C@H](CO)[C@H](c3ccc(-c4ccccc4F)cc3)[C@@H]2C1 | -3.9 | 0.5
C[C@@H]1CN([C@H](C)CO)C(=O)c2cc(NS(C)(=O)=O)ccc2O[C@@H](C)CCCCO[C@H]1CN(C)Cc1ccc(Cl)c(Cl)c1 | 0.6 | 0.5
CC(C)NC(=O)N(C)C[C@H]1Oc2c(NS(=O)(=O)c3ccccc3)cccc2C(=O)N([C@@H](C)CO)C[C@H]1C | -0.6 | -0.3
O=C(N[C@H]1CC[C@H](CCNS(=O)(=O)c2ccc(F)cc2)O[C@@H]1CO)c1ccccn1 | -4.9 | -1.0
CC(C)C#Cc1ccc2c(c1)O[C@@H](CN(C)C(=O)CN(C)C)[C@H](C)CN([C@@H](C)CO)S2(=O)=O | -3.9 | -11
O=C(Nc1ccc2c(c1)OCO2)N[C@@H]1CC[C@@H](CCNC(=O)C2CCOCC2)O[C@H]1CO | 3.7 | 1.0
O=S(=O)(N[C@@H]1CCCN(Cc2ccc(OCCO)cc2)C1)c1cc(C(F)(F)F)ccc1Cl | 0.6 | -2.4
COc1cccc(C#Cc2ccc3c(c2)O[C@H](CN(C)C(C)=O)[C@H](C)CN([C@@H](C)CO)S3(=O)=O)c1 | 2.2 | 0.8
CC(C)NC(=O)N(C)C[C@@H]1Oc2ccc(NC(=O)c3ccncc3)cc2CC(=O)N([C@H](C)CO)C[C@@H]1C | 1.9 | 0.6
Cc1noc(C)c1NC(=O)Nc1ccc2c(c1)C(=O)N([C@H](C)CO)C[C@H](C)[C@H](CN(C)C(=O)NC1CCCCC1)OCCCC[C@H](C)O2 | -0.8 | 1.8
C[C@@H]1CN([C@H](C)CO)C(=O)c2cc(C#CC3CCCC3)cnc2O[C@H]1CN(C)C(=O)Nc1ccccc1 | 1.7 | -0.2
CCC(=O)N1CCCCN2[C@H](CO)[C@H](c3ccc(C#Cc4ccccc4)cc3)[C@@H]2C1 | 4.4 | 0.8
COc1ccc(C#Cc2cnc3c(c2)C(=O)N([C@H](C)CO)C[C@H](C)[C@H](CN(C)Cc2cccc(C(F)(F)F)c2)O3)cc1OC | 0.6 | 0.7
C[C@H]1CN([C@@H](C)CO)C(=O)c2cccc(NC(=O)c3ccncc3)c2O[C@H]1CN(C)C(=O)NC1CCCCC1 | 0.2 | -0.1
COc1ccc(NC(=O)Nc2ccc3c(c2)CC(=O)N([C@H](C)CO)C[C@@H](C)[C@H](CN(C)Cc2ccc4c(c2)OCO4)O3)cc1 | -1.9 | -12
C[C@@H]1CN([C@H](C)CO)C(=O)c2cc(C#Cc3ccccc3)cnc2O[C@@H]1CN(C)C(=O)c1ccccc1F | 0.3 | -6.0
C[C@@H]1CN([C@@H](C)CO)C(=O)c2cc(NC(=O)Nc3ccc(F)cc3)ccc2O[C@H]1CN(C)S(=O)(=O)c1cccs1 | -0.1 | 0.6
C[C@H](CO)N1C[C@H](C)[C@H](CN(C)S(=O)(=O)c2cn(C)cn2)Oc2ncc(C#CCN(C)C)cc2C1=O | -2.4&-4.7 | 1.3&1.5
C[C@@H]1CN([C@H](C)CO)C(=O)c2cc(NS(=O)(=O)c3cccs3)ccc2O[C@@H](C)CCCCO[C@@H]1CN(C)S(=O)(=O)c1ccccc1 | 18 | -0.8
COCC#Cc1cnc2c(c1)C(=O)N([C@@H](C)CO)C[C@@H](C)[C@H](CN(C)Cc1ccc(F)cc1)O2 | 5.9 | 0.2
C[C@@H]1CN([C@@H](C)CO)C(=O)c2cc(C#CC3(O)CCCC3)cnc2O[C@@H]1CN(C)S(C)(=O)=O | -0.3 | -0.1
COc1cccc(C(=O)Nc2ccc3c(c2)C(=O)N(C)[C@H]2CC[C@H](CC(=O)NCC4CC4)O[C@H]2CO3)c1 | 6.1 | 0.6
O=C(N[C@H]1CC[C@@H](CCNS(=O)(=O)c2ccc(F)cc2)O[C@H]1CO)c1cnccn1 | -2.5 | 1.4
CN(C)CCCNC(=O)C[C@@H]1CC[C@H](NS(=O)(=O)c2ccccc2)[C@H](CO)O1 | -0.8 | -1.6
C[C@@H]1CN([C@@H](C)CO)C(=O)Cc2cc(N(C)C)ccc2O[C@H]1CN(C)C(=O)Nc1ccc(F)cc1 | -0.9 | -20
C[C@@H]1CN([C@H](C)CO)C(=O)c2cccc(NC(=O)c3ccc(-c4nccs4)cc3)c2O[C@H]1CN(C)S(=O)(=O)c1ccc(F)cc1 | 1.1 | -0.4

# Four compounds picked at random from those above:
structure | BioA inh | TcdB inh
O=C(N[C@H]1CC[C@@H](CCNS(=O)(=O)c2ccc(F)cc2)O[C@H]1CO)c1cnccn1 | -2.5 | 1.4
C[C@@H]1CN([C@@H](C)CO)C(=O)c2cc(NC(=O)Nc3ccc(F)cc3)ccc2O[C@H]1CN(C)S(=O)(=O)c1cccs1 | -0.1 | 0.6
C[C@H](CO)N1C[C@H](C)[C@H](CN(C)S(=O)(=O)c2cn(C)cn2)Oc2ncc(C#CCN(C)C)cc2C1=O | -2.4&-4.7 | 1.3&1.5
C[C@@H]1CN([C@@H](C)CO)C(=O)Cc2cc(N(C)C)ccc2O[C@H]1CN(C)C(=O)Nc1ccc(F)cc1 | -0.9 | -20

# Following part.
structure | BioA inh | TcdB inh
COc1cccc(-c2ccc([C@@H]3[C@H]4CN(CC5CCOCC5)CCCCN4[C@H]3CO)cc2)c1 | 0.1 | 0.4
CO[C@H]1CN(C)C(=O)c2cc(NS(=O)(=O)c3cn(C)cn3)ccc2OC[C@H](C)N(CC2CC2)C[C@@H]1C | -2.9 | 0.0
Cc1ccc(S(=O)(=O)N(C)C[C@@H]2Oc3ncc(-c4ccccc4)cc3C(=O)N([C@H](C)CO)C[C@@H]2C)cc1 | 0.6&0.2 | -6.6&-4.7
C[C@@H]1CCCCO[C@@H](CN(C)Cc2ccc3c(c2)OCO3)[C@@H](C)CN([C@H](C)CO)C(=O)c2cc(NS(=O)(=O)c3ccc(F)cc3)ccc2O1 | -0.4 | 0.3
Cc1noc(C)c1S(=O)(=O)Nc1ccc2c(c1)C(=O)N([C@H](C)CO)C[C@H](C)[C@@H](CN(C)C(=O)c1ccncc1)OCCCC[C@@H](C)O2 | -1.1 | -1.0
CCNC(=O)Nc1ccc2c(c1)C(=O)N(C)[C@H]1CC[C@@H](CC(=O)Nc3ccccc3)O[C@@H]1CO2 | -1.3 | -0.2
COc1ccccc1C(=O)N1C[C@@H]2[C@H](c3ccccc31)[C@@H](CO)N2C(=O)C1CCCC1 | -5.2 | 0.4
COc1cccc(S(=O)(=O)N(C)C[C@H]2Oc3ncc(-c4cccc(C(=O)N(C)C)c4)cc3C(=O)N([C@H](C)CO)C[C@H]2C)c1 | -3.1 | -0.1
Cc1ccc(S(=O)(=O)N[C@H]2C=C[C@H](CC(=O)N3CCN(c4ccccc4)CC3)O[C@@H]2CO)cc1 | 2.5 | -1.0
CO[C@H]1CN(C)C(=O)c2ccc(NC(=O)C3CCOCC3)cc2OC[C@@H](C)N(C(C)=O)C[C@H]1C | 0.5 | 1.2
CCC(=O)N(C)C[C@@H]1Oc2cc(-c3ccc(C)cc3)ccc2S(=O)(=O)N([C@@H](C)CO)C[C@@H]1C | 2.0 | 0.7
CN(C)CC(=O)N[C@H]1CC[C@@H](CCNC(=O)C2CCCC2)O[C@H]1CO | -1.0 | 0.8
C[C@H](O)C#Cc1cnc2c(c1)C(=O)N([C@H](C)CO)C[C@@H](C)[C@@H](CN(C)C(=O)c1ccccc1)O2 | -0.2 | -1.2
CN(C)CC(=O)N1CC[C@@H]2[C@H]1c1cc(-c3ccccc3)ccc1N(C)[C@H]2CO | 9.5 | 12*
O=C(C[C@H]1C[C@@H]2c3cc(NC(=O)c4cccnc4)ccc3O[C@@H]2[C@@H](CO)O1)NCCc1ccccc1 | 20 | -5.3
CCCNC(=O)[C@H]1[C@H](CO)[C@H]2Cn3c(ccc(-c4ccccc4OC)c3=O)[C@H]2N1CC | 1.3 | -0.4

# From PubChem
